RBX1-CUL1 inh: human ROC1-CUL1 E3 ligase inhibition. 140,000 tested, 0.6% active. AID 1347404. inhibition, % at 10 µM. in vitro K48 di-Ub FRET, acceptor:donor ratio, 45 min. P62877+Q13616; in the data active means inhibition above about 25%
Target sequence (P62877 whole entry, looked up): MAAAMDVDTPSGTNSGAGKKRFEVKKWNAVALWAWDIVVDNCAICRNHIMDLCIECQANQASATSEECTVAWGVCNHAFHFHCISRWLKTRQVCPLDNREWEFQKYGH
Target sequence (Q13616 whole entry, looked up): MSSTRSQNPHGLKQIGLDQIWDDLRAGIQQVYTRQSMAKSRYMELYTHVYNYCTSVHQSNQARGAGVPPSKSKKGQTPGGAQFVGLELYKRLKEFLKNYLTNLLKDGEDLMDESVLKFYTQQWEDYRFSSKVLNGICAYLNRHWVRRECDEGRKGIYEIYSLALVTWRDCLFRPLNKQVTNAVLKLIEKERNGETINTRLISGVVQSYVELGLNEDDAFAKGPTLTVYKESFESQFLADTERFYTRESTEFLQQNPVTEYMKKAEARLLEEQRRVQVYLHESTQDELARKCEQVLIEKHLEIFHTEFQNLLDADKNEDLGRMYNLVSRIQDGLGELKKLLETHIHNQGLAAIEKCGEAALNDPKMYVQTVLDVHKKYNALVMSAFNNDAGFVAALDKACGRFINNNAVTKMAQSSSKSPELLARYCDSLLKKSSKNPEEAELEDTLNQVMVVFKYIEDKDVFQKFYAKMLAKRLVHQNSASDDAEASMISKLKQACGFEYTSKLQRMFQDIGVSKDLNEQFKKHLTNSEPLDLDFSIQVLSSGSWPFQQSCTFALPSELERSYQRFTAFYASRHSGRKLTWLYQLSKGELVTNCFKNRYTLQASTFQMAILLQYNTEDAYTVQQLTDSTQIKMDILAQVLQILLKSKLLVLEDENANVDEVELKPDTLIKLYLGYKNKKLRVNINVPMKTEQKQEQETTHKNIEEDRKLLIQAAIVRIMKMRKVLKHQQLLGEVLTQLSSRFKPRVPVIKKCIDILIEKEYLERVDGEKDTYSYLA
Active calls of the source: *. A portion of the library. The share of hits here may be higher or lower than overall.

RBX1-CUL1 inh | canonical_smiles
-4.4 | CC(=O)NC(=S)Nc1sc2c(c1C(N)=O)CCC(C)C2 (stereo not given)
5.3 | C[C@@H]1CN(C(=O)c2cc(COc3ccc4c(c3)OCO4)[nH]n2)C[C@H](C)O1
3.4 | COc1cc(CNCCO)cc(Cl)c1OCc1ccccc1F
-0.3 | CC12CCC(C(=O)Nc3ccccc3)(c3nc4ccccc4nc31)C2(C)C (stereo not given)
-3.9 | CCN(CC)C(=O)c1sc(N)c(C(=O)OC(C)C)c1C
-1.2 | O=C(C1CCOCC1)N1CCCC(CCc2ccc(F)cc2F)C1 (stereo not given)
-3.9 | CC(C)c1ccc(C2c3c(n[nH]c3-c3ccccc3)OC(=N)C2C#N)cc1 (stereo not given)
5.6 | COc1ccc(C(=O)Nc2nnc(S(=O)(=O)N3CCC(C)CC3)s2)cc1OC

The last five entries of the part above are carried over, then new ones follow:
RBX1-CUL1 inh | canonical_smiles
-0.3 | CC12CCC(C(=O)Nc3ccccc3)(c3nc4ccccc4nc31)C2(C)C (stereo not given)
-3.9 | CCN(CC)C(=O)c1sc(N)c(C(=O)OC(C)C)c1C
-1.2 | O=C(C1CCOCC1)N1CCCC(CCc2ccc(F)cc2F)C1 (stereo not given)
-3.9 | CC(C)c1ccc(C2c3c(n[nH]c3-c3ccccc3)OC(=N)C2C#N)cc1 (stereo not given)
5.6 | COc1ccc(C(=O)Nc2nnc(S(=O)(=O)N3CCC(C)CC3)s2)cc1OC
-1.0 | Cc1nc(C)c(CC(=O)N2CCC(N3CCC(C(=O)NC4CC4)CC3)CC2)s1
4.1 | CC(=O)c1cccc(NC(=O)Cn2nc(C(F)(F)F)c3c2CCC3)c1
7.1 | COCCn1cnc2cc(NC(=O)C3CCCCC3)cc(C(=O)N(Cc3ccccc3)CC3CC3)c21
-4.7 | CCCN1CCN(CC(=O)OCC)CC1
-7.2 | O=C(NC(Nc1ccccn1)(C(F)(F)F)C(F)(F)F)c1ccc(F)cc1
4.7 | Cc1cc(CSc2ccccc2)ccc1NS(=O)(=O)c1ccc2c(c1)OCCO2
-8.2 | Nc1c(C(=O)Nc2ccccc2C(F)(F)F)sc2ncccc12
-4.5 | COc1ccc(NC(=O)C(NS(=O)(=O)c2cccc3nsnc23)C(C)C)cc1OC (stereo not given)

RBX1-CUL1 inh | canonical_smiles
-2.9 | COc1ccc(OCc2ccc(-c3nc(C#N)c(N4CCCCC4)o3)o2)cc1
8.6 | COc1ccc(-c2csc(Nc3cccc(Cl)c3C)n2)cc1
4.7 | CSc1ncc(Cl)c(C(=O)Nc2ccc(S(=O)(=O)Nc3nccc(C)n3)cc2)n1
2.0 | CCOC(=O)c1ccc(NC(=S)N2CCN(Cc3ccccc3)CC2)cc1
3.1 | COc1ccc(-c2c3c(nc4sc5c(=S)nc[nH]c5c24)CCCC3)cc1
5.9 | O=[N+]([O-])c1cc2c(cc1C=Nc1ccc(Cl)cc1Cl)OCO2
12.4 | COc1cc(/C=C2\C(=O)NN(c3ccccc3)C2=O)cc(I)c1OCc1ccc(Cl)c(Cl)c1
1.3 | CCS(=O)(=O)c1ncc(CN(C)Cc2cccnc2)n1Cc1ccccc1

RBX1-CUL1 inh | canonical_smiles
8.1 | O=C(CSc1nc2ccccc2o1)c1ccc2ccccc2c1
-8.7 | Nc1nn2c(-c3cccc4ccccc34)ccnc2c1N=Nc1ccccc1
2.5 | COc1ccc(C)cc1Nc1nc(N)nc(CN2CCN(c3ccccc3)CC2)n1
-1.6 | COc1ccc(S(=O)(=O)N2CCN(C(=O)C(C)(C)C)CC2)cc1
20.0 | O=C(CSc1nc(-c2cccs2)nc2cc(=O)[nH]n12)Nc1ccccc1Cl
-1.1 | O=CN1CCCN(c2nc3nonc3nc2NC2CCCC2)CC1
2.3 | O=C(CSc1nc2c(c(=O)[nH]1)CCCC2)Nc1ccc(Br)cc1
1.2 | O=C(NC1CCCc2nc(-c3ccccc3)ncc21)C1CCCC1 (stereo not given)

RBX1-CUL1 inh | canonical_smiles
0.1 | COc1cccc(CC2(CO)CCCN(Cc3cc(CC(C)C)n[nH]3)C2)c1 (stereo not given)
-16.4 | Cc1cc(NC(=O)Nc2nc3c(s2)CCCCCC3)ccc1Br
1.8 | Cc1ccc(Cn2c(=O)n(Cc3ccco3)c(=O)c3sc4ccccc4c32)cc1
-2.3 | O=C(Cc1cccc2ccccc12)Nc1ccc(O)cc1
1.6 | N/C(=N/N=C\c1ccc(Cl)cc1)SCc1ccccc1
9.2 | CCOc1cc(/C=C2\C(=O)NN(c3ccccc3)C2=O)cc(Cl)c1OCCOc1ccc(OC)cc1
1.5 | Cc1ccc(-n2c(=O)c3ccccc3n(CC(=O)Nc3cccc(C(F)(F)F)c3)c2=O)cc1
3.8 | COC1O[C@@H]2[C@@H](O1)[C@H](COc1cccc3ccccc13)OCO[C@H]2COc1cccc2ccccc12

RBX1-CUL1 inh | canonical_smiles
8.1 | COCC(C)NC(=O)C1=CC(c2ccc3c(c2)OCO3)=NS(=O)(=O)N1C (stereo not given)
-6.2 | Cc1nc(-c2ccc(C(=O)Nc3ccccc3Cl)cc2)cs1
7.3 | O=C1C(C=NCc2cccc(C(F)(F)F)c2)C(c2ccccc2)=NN1c1nc2ccccc2s1 (stereo not given)
-6.5 | CC(=O)Nc1ccc(NC(=O)c2nc(SCc3ccccc3C)ncc2Cl)cc1
-8.1 | Cc1ccc(CCNC(=O)C2CCCN(C3CCN(C(=O)C4CC4)CC3)C2)cc1 (stereo not given)
-5.8 | CCOc1ccc(CCN2C(=O)CC(NCCc3ccc(S(N)(=O)=O)cc3)C2=O)cc1OCC (stereo not given)
10.2 | COc1cccc(OC)c1OCC(O)CN1CCC(CN2C(=O)c3cccc4cccc(c34)C2=O)CC1 (stereo not given)
1.9 | O=C(Nc1ccc(Br)c(Cl)c1)C1CCCCC1

RBX1-CUL1 inh | canonical_smiles
0.7 | CCCCCC(=O)Oc1cccc2ccccc12
-0.7 | COc1ccc(CN(C(=O)COc2ccccc2OC)C2CCS(=O)(=O)C2)cc1 (stereo not given)
2.5 | CCOc1ccc(N(CC)C(=O)c2nn(-c3ccc(OC)cc3)c(=O)c3c2c2ccccc2n3C)cc1
-0.6 | Cn1c(=N)c(C(=O)NC2CCCCC2)cc2c(=O)n3ccccc3nc21
5.4 | CCn1c(COc2c(C)cccc2C)nnc1SCC(=O)Nc1cc(Cl)ccc1OC
1.3 | O=C(NC1CCCC1)C1CC(=O)N(c2ccc(F)cc2)C1 (stereo not given)
-12.3 | CC(Oc1ccc(C(C)(C)C)cc1)C(=O)N1CCN(c2ncccn2)CC1 (stereo not given)
-7.0 | CC1=CC(=O)C(Br)C(C)(Br)C1=NS(=O)(=O)c1ccccc1 (stereo not given)

RBX1-CUL1 inh | canonical_smiles
-7.7 | C=CCSC1=NC(=O)CC(c2ccccc2)C1C#N (stereo not given)
-11.7 | O=C(N/N=C\c1cccc2ccccc12)C(c1ccccc1)c1ccccc1
-5.1 | CCOc1ccc(OCCSc2nc3ccccc3s2)cc1
-7.9 | CCOc1ccc(C2c3[nH]c4ccccc4c3CCN2Cc2nccs2)cc1 (stereo not given)
1.5 | Cc1cccc(N(CC(N)=O)C2SC(=O)N(Cc3cccc(C(=O)O)c3)C2=O)c1 (stereo not given)
4.2 | Cc1csc(C(=O)O)c1-c1c(C)csc1C(=O)O
-2.1 | Cc1cccc(NC(=O)c2onc3c2CCCC3)n1
10.4 | O=c1c2sc3ccccc3c2n(Cc2cccc(F)c2)c(=O)n1Cc1ccccc1

RBX1-CUL1 inh | canonical_smiles
-2.5 | COc1cccc(-c2nnc(SCC(=O)N3CCC(C)CC3)o2)c1
2.6 | CCN(CC)c1ccc(NC(=O)C(Cc2ccccc2)NS(=O)(=O)c2ccc(Br)s2)c(C)c1 (stereo not given)
8.8 | CC12CCC(C(=O)Nc3cccc(Cl)c3Cl)(C1Br)C2(C)C (stereo not given)
0.5 | Cc1ccc(-c2nc(SCC(=O)Nc3cc(C)on3)c3c(=O)n(C)c(=O)n(C)c3n2)cc1
1.1 | Cc1ccc(C)c(CN2C[C@H](O)[C@@H](N3CCOCC3)C2)c1
-0.1 | Cc1nc2cc(OCc3cc(C(=O)N(C)CCC4CCCCO4)no3)ccc2s1 (stereo not given)
11.3 | COc1cccc(-c2cc(C(F)(F)F)nc(NCCc3ccc(OC)c(OC)c3)n2)c1
7.0 | CCOC(=O)N1CCN(C(=S)NC(=O)c2ccnn2C)CC1

RBX1-CUL1 inh | canonical_smiles
-1.9 | COc1ccc(NC(=O)COc2ccc(Cl)cc2Cl)c(OC)c1
2.5 | COc1ccc(N(C)S(=O)(=O)c2ccc3c(c2)CCN3C(=O)CCC(=O)O)cc1
-5.1 | Cn1c(SCc2ccccc2Cl)nnc1-c1ccc(N)cc1
-1.0 | CSc1ccc(CN2CCOC(CCN(C)C)C2)cc1 (stereo not given)
0.9 | Oc1ccccc1Nc1nc2ccccc2n2nnnc12
-2.3 | Cc1cccc(NC(=S)NNC(=O)c2ccc(-c3ccccc3)cc2)c1
-11.5 | COC(=O)c1ccc(CSc2nc3c([nH]c4ccccc43)c(=O)n2-c2ccc(Cl)cc2)o1
-7.4 | CCOC(=O)c1cccc(-n2nnc3c(sc4nc(C)c(Br)c(C)c43)c2=O)c1

RBX1-CUL1 inh | canonical_smiles
-3.0 | COc1ccc(NC(=O)c2cc(S(=O)(=O)N3CCCC3)ccc2OC)cc1
-2.2 | O=C(CC1SC(=Nc2ccccc2)N(c2ccccc2)C1=O)Nc1ccc(N2CCOCC2)cc1 (stereo not given)
3.2 | O=C1OC2(CCCCC2)OC(=O)C1=Cc1ccc(-c2cccc(C(F)(F)F)c2)o1
0.7 | Cc1ccc(NCc2cccn2-c2nnc(N3CCCCCC3)s2)cc1
1.8 | COc1ccc(-c2nnc(NC(=O)c3cccc(F)c3)s2)cc1OC
-4.6 | COCCCNC(=O)C(=O)NCC(c1ccc2c(c1)OCO2)N1CCOCC1 (stereo not given)
1.8 | CCc1nnc(NC(=O)c2cccc(Cl)c2)s1
-1.6 | Cc1cc(C)nc(SCc2nnc(SCC(=O)Nc3cccc(C(F)(F)F)c3)n2C)n1

RBX1-CUL1 inh | canonical_smiles
-7.5 | Cc1ccc(N=Cc2cc3c(cc2[N+](=O)[O-])OCO3)cc1I
-0.3 | Cc1cc(C)c(Cn2c3ccccc3c3cnn(CC(=O)NC4CCCCCC4)c(=O)c32)c(C)c1
-10.6 | COc1c(Cl)cnc(Cl)c1N
5.2 | O=C(NCc1ccccc1)c1cc(NCc2ccccc2)c2ccc(Cl)cc2n1
3.6 | COC(=O)c1cc(NC(=O)CCc2c(C)nc3cc(-c4ccccc4)nn3c2C)cc(C(=O)OC)c1
10.1 | COc1ccc(CCNC(=S)Nc2ccccc2OC)cc1
1.0 | Cc1ccc(C)c(NS(=O)(=O)c2cc3c(cc2C)n(C)c(=O)c(=O)n3C)c1
-7.4 | Cc1ccc2oc(=O)n(CCOc3ccc(Cl)cc3)c2c1

Filtered by structure, the entries above with a tert-butyl group
RBX1-CUL1 inh | canonical_smiles
-1.6 | COc1ccc(S(=O)(=O)N2CCN(C(=O)C(C)(C)C)CC2)cc1
-12.3 | CC(Oc1ccc(C(C)(C)C)cc1)C(=O)N1CCN(c2ncccn2)CC1 (stereo not given)

Next section
RBX1-CUL1 inh | canonical_smiles
-7.5 | CCOc1ccc(NC(=O)c2cc(=O)c3cc(CC)ccc3o2)cc1
4.5 | O=S(=O)(Nc1cccc(Cl)c1)c1ccc2[nH]c3c(c2c1)CCCCCC3
4.3 | CCOC(=O)c1c(C)sc(-c2c(-c3ccc(OC)c(F)c3)[nH]c3[nH]c(=O)[nH]c(=O)c23)c1O
-10.1 | CCOC(=O)CSc1nnc(CSc2cc(C)nc(N(C)C)n2)o1
5.3 | Cc1ccc(NC(=O)/C(C#N)=C\c2ccc(-c3ccc(Cl)cc3)o2)c(C)c1
1.5 | COc1ccc(C2c3c(n[nH]c3C)OC(=N)C2C#N)cc1Cn1cnc([N+](=O)[O-])n1 (stereo not given)
2.0 | CCC(=O)Nc1ccccc1-c1nc2ccccc2n(C(CC)C(=O)Nc2cccc(Cl)c2)c1=O (stereo not given)
10.4 | CC(C)CNC(=O)c1ccc(C2CCCN2C(=O)CN2CCCCC2)s1 (stereo not given)

RBX1-CUL1 inh | canonical_smiles
-1.1 | COCc1[nH]nc2c1C(c1ccccc1F)C(C#N)C(=N)O2 (stereo not given)
-2.1 | CCC(Oc1ccccc1OC)C(=O)N1CCN(c2ccccc2OC)CC1 (stereo not given)
-6.7 | CCCN(CC1CC1)C(=O)c1cn(CC(C)C)cc(C(=O)NCC)c1=O
-0.2 | COc1ccc2c(c1)O/C(=C\c1ccccc1O)C2=O
-6.4 | Cn1cnc([N+](=O)[O-])c1Sc1ccccc1
0.7 | CN(CCCN1CCOCC1)C(=O)c1cc(Cn2ccc3ccccc32)[nH]n1
-4.0 | CCCN(CCC)CCCNC(=O)c1cc2c(=O)n(C)c3ccccc3c2s1
3.9 | COC(=O)[C@@H](NC1CCN(c2cccc(NC(=O)CCCc3ccccc3)c2)CC1)c1ccccc1

RBX1-CUL1 inh | canonical_smiles
10.1 | Cc1ccc(NC(=O)Cn2cc(C(=O)C3CCCCC3)c3ccccc32)cc1
5.2 | Cc1cccc(N2C(=O)CS(=O)(=O)C23C(=O)N(C)c2ccccc23)c1 (stereo not given)
8.2 | O=C(Nc1sc2c(c1C(=O)NCc1ccccc1)CCCC2)c1cc(=O)c2ccccc2o1
-3.6 | S=C1NCN(CCc2ccccc2)CN1CCCN1CCOCC1
0.1 | CC(CN)Oc1ccc(Cl)cc1Cl (stereo not given)
-10.1 | CCOc1ccc(NC(=O)Cn2ccc3ccc(C(=O)OC)cc32)cc1
-7.4 | COc1ccccc1CNC(=O)CSc1ncc(S(=O)(=O)c2ccc(C)c(Cl)c2)c(=O)[nH]1
15.0 | CN1CCC(CN(CCc2ccccc2)Cc2cccnc2)CC1

RBX1-CUL1 inh | canonical_smiles
7.1 | CC(C)Nc1ccc(-c2nc(-c3ccccn3)no2)cc1[N+](=O)[O-]
4.3 | CCC(=O)Nc1cc(S(=O)(=O)NC)ccc1OC
-0.5 | O=C(C1=C(N2CCCC2)CCc2ccccc21)c1ccc(C(F)(F)F)cc1
-4.5 | COc1cccc(C(=O)Oc2ccc(C(C)=O)cc2)c1

Some of these compounds in order of their number in RBX1-CUL1 inh, ascending:
structure,RBX1-CUL1 inh
CCCN1CCN(CC(=O)OCC)CC1,-4.7
CCC(=O)Nc1cc(S(=O)(=O)NC)ccc1OC,4.3
CCOC(=O)N1CCN(C(=S)NC(=O)c2ccnn2C)CC1,7.0

Screens deposited in PubChem BioAssay by Icahn School of Medicine at Mount Sinai.
